Source: PubChem BioAssay
Ins promoter up – MIN6 insulin promoter up-regulation; MIN6 insulin promoter-GFP reporter, high-content imaging; hits give high values; z-score at 5 µM; 190,000 compounds, 0.3% hits;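 active = z-score above 3 at 5 µM with at least 500 cells counted in the well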
HEK293 NOD2/NF-kB – inhibition of NOD2-driven NF-kB reporter – cell-based, luminescence, uHTS, HEK293 (AID 1566) | HEK293 NOD2/NF-kB luciferase reporter, luminescence; higher % means a stronger effect | inhibition, % at 4 µM; hits with a dose series show EC50 in µM | 290,000 compounds, 0.63% hits; in the data active = inhibition above about 50%; also: many of its hits are not listed in these tables
Dynein transport – dynein cargo transport inhibition. 3617.4 mouse cells, GR-EGFP nuclear translocation imaging; test concentration mostly 20 µM; stimulated with dexamethasone, 1 µM; hits give low values. z-score, hits read low. 220,000 compounds, 0.47% hits;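 active = plate z-score of nuclear minus cytoplasmic receptor signal below a set negative limit, without overly bright fluorescence or cell loss, cut at about -3.5 in these data, passing the limit was not always enough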;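 also: z-score of nuclear minus cytoplasmic ring GR-EGFP intensity difference per well; some compounds called inactive have numbers as strong as hits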
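Buffer or medium: tet-free, stripped-serum medium; Also added: dexamethasone, 1.0 µM final; Technique: high-content fluorescence imaging after fixation; Times: 48 h induction, 1 h compound, 30 min dex at 37 °C; Read-out: per-cell GR-EGFP intensity, nucleus versus surrounding cytoplasmic ring, well-averaged.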
P. falciparum M17LAP – P. falciparum M17LAP inhibitors, primary screen, biochemical, fluorogenic H-Leu-NHMec substrate, 1536-well (AID 1619); recombinant M17LAP, H-Leu-NHMec fluorogenic kinetic assay; higher % means a stronger effect; inhibition, % at 30 µM; hits with a dose series show IC50 in µM; 220,000 compounds, 0.38% hits;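 active = compound inhibiting the enzyme by more than half at any dose during confirmatory dose-response retesting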;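 also: plate controls were full reaction with DMSO carrier for no effect and no enzyme background for full effect; strong numbers were not always called active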
Autophagy mod – modulators of autophagy | MEF GFP-LC3 puncta imaging; test concentration mostly 10 µM | calls only at 10 µM (by protocol) | 190,000 compounds, 0.98% hits | AID 463193;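 active = percentage of spot-positive cells more than 3 SD above its plate mean, without a fluorescence outlier flag or 80% toxicity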;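 also: spot-positive cell cutoff set from DMSO-treated cells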
MT stabilize HCS – stabilizes microtubules in HeLa cells | % tubulin-high responders, % at 10 µM | AID 2205 | 200,000 compounds, 0.83% hits | HeLa tubulin immunostaining HCS, 24 h; share of cells brighter than vehicle mean+2SD;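 active = plate Z-score above 3 for both tubulin-high and condensed-nucleus cell shares, with cell loss under 80%, at 10 µM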;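 also: anti alpha tubulin signal scored within the nucleus-defined area of each cell; some results filed as inactive read as strong as hits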
Yfh1-depleted yeast – mitochondrial function rescue without frataxin homolog – Friedreich's ataxia, plus single-dose screen, dose response (AID 1465) | S. cerevisiae Yfh1-off respiration, WST-1 reduction, 72 h; higher fold induction means a stronger effect | 220,000 compounds, 0.074% hits | fold induction at 50 µM; hits with a dose series show EC50 in µM;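 active = fold induction of absorbance versus untreated yeast above a set limit, then at least 30% activation at any dose in follow-up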;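 also: activators that raise dye reduction in frataxin-depleted yeast; strong numbers were not always called active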
NOD1 NF-kB reporter – inhibition of NOD1-driven NF-kB reporter – cell-based, luminescence, uHTS, primary screen (AID 1578). 290,000 compounds, 1% hits. NOD1-driven NF-kB luciferase reporter cells, luminescence; higher % means a stronger effect. inhibition, % at 4 µM, or EC50 in µM where a hit was titrated; in the data active = inhibition mostly above about 36%, no sharp cut-off; inactive = mostly below about 34%;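 also: HEK-293T reporter cells stimulated with the NOD1 agonist gamma-tri-DAP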
b-catenin transl – beta-catenin nuclear translocation modulation; 190,000 compounds, 0.3% hits; HeLa beta-catenin nuclear translocation, immunofluorescence imaging; nuclear translocation activity, % at 5 µM; AID 1665;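 active = nuclear translocation activity above 50% at 5 µM, with a well cell count of 50 or more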;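 also: per-cell ratio of nuclear to cytoplasmic median beta-catenin stain intensity; plate controls were DMSO negative control for no effect and GSK-3 inhibitor IX positive control for full effect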
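Read-out: Nuclear/cytoplasmic beta-catenin signal ratio, % activation | Assay system: Human HeLa cell line | Times: 24 h compound exposure at 37°C, 5% CO2 | Signal: Fluorescence imaging of beta-catenin antibody stain plus DAPI | Dosing: 5 µM primary, 0.02–20 µM confirmation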
Dynein transport cytoplasmic EGFP – recorded beside Dynein transport, whose call it bears; z-score; measured here: cytoplasmic GR-EGFP intensity; hits give high values
Dynein transport nuclear GR-EGFP – recorded beside Dynein transport, whose call it bears; z-score; measured here: nuclear GR-EGFP intensity;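 lower value marks the stronger effect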
Dynein transport cell count – second read-out of Dynein transport, no call of its own (marks repeat the call); z-score; measured here: cell count per field
Ins promoter up cell count – second read-out of Ins promoter up, no call of its own (marks repeat the call); cell count; measured here: cytotoxicity, nuclei count;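 total cells summed across four imaged fields per well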
b-catenin transl cell count 5 µM – second read-out of b-catenin transl, no call of its own (marks repeat the call); cell count; measured here: cell count, cytotoxicity flag
MT stabilize HCS Hoechst-high % – further read-out of MT stabilize HCS, marked with its call; % Hoechst-high responders; measured here: nuclear condensation Hoechst responders;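 share of cells brighter than vehicle mean plus two SD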
MT stabilize HCS cytotoxicity % – further read-out of MT stabilize HCS, marked with its call; toxicity, %; measured here: cytotoxicity by cell density;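 0% = mean cell density of plate MIN control wells and 100% = no cells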
Autophagy mod cell loss 18 h – further read-out of Autophagy mod, marked with its call; toxicity, %; measured here: cell loss, nuclei count;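 cell loss after 18 h compound exposure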
An asterisk follows results filed as active. These rows are one share of the data, so the mix of outcomes need not match the whole.

How did CC(C)(C)OC(=O)N1CCOCCOCCNCCOCCOCC1 do in these assays?
Ins promoter up: 1.6; HEK293 NOD2/NF-kB: 12%; Dynein transport: -0.4; P. falciparum M17LAP: 2%; Autophagy mod: inactive; MT stabilize HCS: 3.2; Yfh1-depleted yeast: inactive; NOD1 NF-kB reporter: 5%; b-catenin transl: -3.5; Dynein transport cytoplasmic EGFP: -0.26; Dynein transport nuclear GR-EGFP: -0.4; Dynein transport cell count: 1.4; Ins promoter up cell count: 1346; b-catenin transl cell count 5 µM: 537; MT stabilize HCS Hoechst-high %: 1.4; MT stabilize HCS cytotoxicity %: 3.5; Autophagy mod cell loss 18 h: 3

Results for Cc1ccc(C2C(C(N)=S)=C(N)OC3=C2C(=O)CC(C)(C)C3)cc1 (stereo not given) ?
Ins promoter up: -0.3; HEK293 NOD2/NF-kB: 0%; Dynein transport: -0.028; P. falciparum M17LAP: 7%; Autophagy mod: inactive; MT stabilize HCS: 2.4; Yfh1-depleted yeast: inactive; NOD1 NF-kB reporter: -19%; b-catenin transl: -1.3; Dynein transport cytoplasmic EGFP: -0.27; Dynein transport nuclear GR-EGFP: 0.24; Dynein transport cell count: 1.1; Ins promoter up cell count: 1308; b-catenin transl cell count 5 µM: 1142; MT stabilize HCS Hoechst-high %: 4.3; MT stabilize HCS cytotoxicity %: 6.5; Autophagy mod cell loss 18 h: -6

How did CC1(C)CC(=O)C=C(NC2=CC3OC(c4ccccc4)OCC3OC2=O)C1 (stereo not given) do in these assays?
Ins promoter up: 0.81; HEK293 NOD2/NF-kB: 27%; Dynein transport: -3.4; P. falciparum M17LAP: 18%; Autophagy mod: inactive; MT stabilize HCS: 3.2; Yfh1-depleted yeast: inactive; NOD1 NF-kB reporter: 62%*; Dynein transport cytoplasmic EGFP: 0.63; Dynein transport nuclear GR-EGFP: -2; Dynein transport cell count: 0.48; Ins promoter up cell count: 1372; MT stabilize HCS Hoechst-high %: 2.9; MT stabilize HCS cytotoxicity %: 3.9; Autophagy mod cell loss 18 h: -2

What do the screens show for `C=CCn1c(CNc2ccccc2)nnc1SCC(=O)N/N=C/c1ccc(O)cc1O`?
Ins promoter up: 1.4; HEK293 NOD2/NF-kB: 12%; Dynein transport: -0.86; P. falciparum M17LAP: 0%; Autophagy mod: inactive; MT stabilize HCS: 3.0; Yfh1-depleted yeast: inactive; NOD1 NF-kB reporter: 28%; b-catenin transl: -1.7; Dynein transport cytoplasmic EGFP: -0.22; Dynein transport nuclear GR-EGFP: 0.16; Dynein transport cell count: 1; Ins promoter up cell count: 1666; b-catenin transl cell count 5 µM: 1289; MT stabilize HCS Hoechst-high %: 2.3; MT stabilize HCS cytotoxicity %: 5.6; Autophagy mod cell loss 18 h: -13

Results for C=CCOc1cccc(/C=C2\C(=O)N(Cc3ccc(C)cc3)C(C)=C2C(=O)OC)c1 ?
HEK293 NOD2/NF-kB: -10%; Dynein transport: -3.3; P. falciparum M17LAP: 5%; Autophagy mod: inactive; MT stabilize HCS: 5.4; Yfh1-depleted yeast: inactive; NOD1 NF-kB reporter: 31%; b-catenin transl: -0.1; Dynein transport cytoplasmic EGFP: 0.49; Dynein transport nuclear GR-EGFP: -2.2; Dynein transport cell count: 1.2; b-catenin transl cell count 5 µM: 1098; MT stabilize HCS Hoechst-high %: 1.4; MT stabilize HCS cytotoxicity %: 9.2; Autophagy mod cell loss 18 h: -1

How did COc1ccc(CC(=O)OCc2cc(=O)n3cc(Br)ccc3n2)cc1OC do in these assays?
Ins promoter up: -0.05; HEK293 NOD2/NF-kB: 15%; Dynein transport: -0.31; P. falciparum M17LAP: 7%; Autophagy mod: inactive; MT stabilize HCS: 4.2; Yfh1-depleted yeast: inactive; NOD1 NF-kB reporter: -16%; b-catenin transl: -0.9; Dynein transport cytoplasmic EGFP: -0.15; Dynein transport nuclear GR-EGFP: -0.42; Dynein transport cell count: -0.49; Ins promoter up cell count: 1299; b-catenin transl cell count 5 µM: 1020; MT stabilize HCS Hoechst-high %: 1.5; MT stabilize HCS cytotoxicity %: 8.9; Autophagy mod cell loss 18 h: 24

How did CCOC(=O)c1ccc(NC(=O)c2nc[nH]c2C(=O)N[C@@H](C)C(=O)OC(C)(C)C)cc1 do in these assays?
Ins promoter up: 0.14; HEK293 NOD2/NF-kB: 6%; Dynein transport: -0.064; P. falciparum M17LAP: 0%; Yfh1-depleted yeast: inactive; NOD1 NF-kB reporter: 3%; b-catenin transl: -1.3; Dynein transport cytoplasmic EGFP: -0.79; Dynein transport nuclear GR-EGFP: -0.024; Dynein transport cell count: -0.024; Ins promoter up cell count: 1105; b-catenin transl cell count 5 µM: 1363

What do the screens show for `COc1ccc(C(=O)N(Cc2nc(-c3ccc(C)cc3)no2)C(C)C)cc1OC`?
Ins promoter up: 0.46; HEK293 NOD2/NF-kB: 12%; Dynein transport: -0.68; P. falciparum M17LAP: 2%; Autophagy mod: inactive; MT stabilize HCS: 2.7; Yfh1-depleted yeast: inactive; NOD1 NF-kB reporter: -1%; Dynein transport cytoplasmic EGFP: -0.23; Dynein transport nuclear GR-EGFP: -0.39; Dynein transport cell count: 0.25; Ins promoter up cell count: 966; MT stabilize HCS Hoechst-high %: 2.1; MT stabilize HCS cytotoxicity %: 5.9; Autophagy mod cell loss 18 h: 3

How did Cc1nn(-c2ccccc2)c(C)c1S(=O)(=O)O do in these assays?
Ins promoter up: 0.52; HEK293 NOD2/NF-kB: 5%; Dynein transport: 1.3; Autophagy mod: inactive; MT stabilize HCS: 3.8; Yfh1-depleted yeast: inactive; NOD1 NF-kB reporter: -24%; b-catenin transl: 1.8; Dynein transport cytoplasmic EGFP: -0.23; Dynein transport nuclear GR-EGFP: 1.3; Dynein transport cell count: -0.78; Ins promoter up cell count: 1465; b-catenin transl cell count 5 µM: 957; MT stabilize HCS Hoechst-high %: 1.0; MT stabilize HCS cytotoxicity %: 12; Autophagy mod cell loss 18 h: -21

Results for CN(C1CCS(=O)(=O)C1)S(=O)(=O)c1cccc2nsnc12 (stereo not given) ?
Ins promoter up: -0.31; HEK293 NOD2/NF-kB: 4%; Dynein transport: -0.33; P. falciparum M17LAP: 4%; Autophagy mod: inactive; MT stabilize HCS: 0.4; Yfh1-depleted yeast: inactive; NOD1 NF-kB reporter: 1%; Dynein transport cytoplasmic EGFP: -0.071; Dynein transport nuclear GR-EGFP: -0.21; Dynein transport cell count: 0.35; Ins promoter up cell count: 921; MT stabilize HCS Hoechst-high %: 1.2; MT stabilize HCS cytotoxicity %: 4.2; Autophagy mod cell loss 18 h: -5

Results for CCOC(=O)C1CCCN(C(=S)Nc2ccc(C)cc2C)C1 (stereo not given) ?
Ins promoter up: -0.83; HEK293 NOD2/NF-kB: 6%; Dynein transport: -0.87; P. falciparum M17LAP: -7%; Autophagy mod: inactive; MT stabilize HCS: 2.1; Yfh1-depleted yeast: inactive; NOD1 NF-kB reporter: -12%; b-catenin transl: -2.2; Dynein transport cytoplasmic EGFP: 0.72; Dynein transport nuclear GR-EGFP: -0.18; Dynein transport cell count: 0.88; Ins promoter up cell count: 859; b-catenin transl cell count 5 µM: 1191; MT stabilize HCS Hoechst-high %: 1.8; MT stabilize HCS cytotoxicity %: 4.6; Autophagy mod cell loss 18 h: 2

What do the screens show for `C=C(C)CC1N(c2cccc(OC)c2)C(=O)C2C(C(=O)O)C3C=CC21O3` (stereo not given)?
Ins promoter up: -0.38; HEK293 NOD2/NF-kB: 7%; Dynein transport: 0.096; P. falciparum M17LAP: 10%; Autophagy mod: inactive; MT stabilize HCS: 3.3; Yfh1-depleted yeast: inactive; NOD1 NF-kB reporter: -3%; Dynein transport cytoplasmic EGFP: -0.22; Dynein transport nuclear GR-EGFP: 0.13; Dynein transport cell count: 0.19; Ins promoter up cell count: 900; MT stabilize HCS Hoechst-high %: 2.4; MT stabilize HCS cytotoxicity %: 5.7; Autophagy mod cell loss 18 h: 9

What do the screens show for `COc1cc2c(cc1OC)C1=NC(=O)CN1C(SCc1ccc(C)cc1)=N2`?
Ins promoter up: -1.4; HEK293 NOD2/NF-kB: 14%; Dynein transport: -0.39; P. falciparum M17LAP: 5%; Autophagy mod: inactive; MT stabilize HCS: 1.5; Yfh1-depleted yeast: inactive; NOD1 NF-kB reporter: 11%; b-catenin transl: -0.6; Dynein transport cytoplasmic EGFP: -0.22; Dynein transport nuclear GR-EGFP: -0.71; Dynein transport cell count: 0.75; Ins promoter up cell count: 1084; b-catenin transl cell count 5 µM: 992; MT stabilize HCS Hoechst-high %: 1.9; MT stabilize HCS cytotoxicity %: 0.8; Autophagy mod cell loss 18 h: 5

How did COc1ccc(/C=C/C2=CC(C)(C)NC(=S)N2)cc1OC do in these assays?
Ins promoter up: -0.52; HEK293 NOD2/NF-kB: 8%; Dynein transport: -0.62; P. falciparum M17LAP: 4%; Autophagy mod: inactive; MT stabilize HCS: 2.7; Yfh1-depleted yeast: inactive; NOD1 NF-kB reporter: -15%; b-catenin transl: -0.1; Dynein transport cytoplasmic EGFP: -0.13; Dynein transport nuclear GR-EGFP: -0.36; Dynein transport cell count: 0.081; Ins promoter up cell count: 1088; b-catenin transl cell count 5 µM: 1023; MT stabilize HCS Hoechst-high %: 2.6; MT stabilize HCS cytotoxicity %: 7.5; Autophagy mod cell loss 18 h: 19
